Compound activity from PubChem.
NR5A2 inv ag – NR5A2 inverse agonism in reporter assay. O00482. HEK293T StAR-luciferase reporter, LRH-1 transfected, 24 h. inhibition, % at 3.6 µM. 360,000 compounds, 0.13% hits;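 active = inhibition above the mean inhibition of all tested compounds plus 3 SD, cut at about 73% in these data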;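 also: 0% = DMSO wells and 100% = reporter-only cells lacking LRH-1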
NOD2 RIPK2 PPI – blocks binding of human NOD2 to RIPK2. O43353. CHO BLA complementation NOD2-RIPK2, CCF4 ratio. inhibition, % at 4.98 µM. 360,000 compounds, 0.38% hits. AID 624267; in the data active = inhibition above about 21%;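 also: 0% = vehicle only and 100% = reference blocker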
TWEAK-Fn14 inh – inhibitors of TWEAK-Fn14 interaction signaling | TWEAK-stimulated Fn14 reporter cells, luciferase luminescence, 8 h | inhibition, % at 10 µM | 360,000 compounds, 2% hits | AID 1159606; in the data active = inhibition above about 50%
LMP1 NFkB inh – reduces LMP1-driven NF-kappaB luciferase signal; LMP1-induced NF-kappaB luciferase reporter cells, luminescence; inhibition, % at 12.5 µM; 350,000 compounds, 0.69% hits; in the data active = inhibition above about 41%;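 also: 0% = neutral control wells and 100% = reference inhibitor control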
TLR9-MyD88 block – blocks human TLR9 binding to MyD88; Q9NR96+Q99836; CHO BLA complementation TLR9-MyD88, CCF4 FRET ratio; inhibition, % at 4.98 µM; 340,000 compounds, 0.21% hits; AID 504734;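 active = inhibition above the mean over all tested compounds plus 3 SD, cut at about 21% in these data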;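 also: 0% = DMSO only wells and 100% = clavulanate BLA inhibitor control wells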
C8 TRAIL sens – sensitizes caspase-8 expressing cells to TRAIL; 360,000 compounds, 1% hits; NB7+C8 cells + TRAIL, ATPlite viability luminescence; inhibition (viability loss, TRAIL sensitization), % at 10 µM; AID 624354;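 active = compounds causing at least 50% loss of cell viability in the single-dose screen, relative to plate controls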
NCOA1 inh – inhibitors of human steroid receptor coactivator 1 (SRC1); AID 588354; inhibition, % at 3.6 µM; HEK293 GAL4-SRC1 luciferase reporter, luminescence; 360,000 compounds, 0.12% hits;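 active = inhibition above the campaign mean plus 3 SD, with each screening campaign given its own cutoff, cut at about 60% in these data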;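 also: 0% = DMSO treated cells and 100% = gossypol at 36 µM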
COUP-TFII inh – NR2F2 (human) inhibition, primary screen; P24468; HEK293T NGFI-A luciferase reporter, luminescence; 370,000 compounds, 0.7% hits; inhibition, % at 8.6 µM;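 active = inhibition above a per-plate cutoff, mean inhibition of test wells between control levels plus 3 SD, cut at about 38% in these data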;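 also: cells cotransfected with COUP-TFII expression vector driving the NGFI-A reporter; 0% = median of COUP-TF2 test wells and 100% = reporter-only cells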
TROY NFkB inh – inhibitors of TROY-dependent NF-kB signaling | inhibition, % at 10 µM | 360,000 compounds, 0.98% hits | Q293 LMP1-TROYcd NF-kB luciferase reporter, 4 h;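 active = compounds whose plate-normalised and pattern-corrected inhibition of the luciferase reporter signal at the single screening dose is 50% or more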
NCOA3 inh – inhibitors of human steroid receptor coactivator 3 (SRC3) | Q9Y6Q9 | HEK293 GAL4-SRC3 luciferase reporter, luminescence | inhibition, % at 3.6 µM | 360,000 compounds, 0.17% hits | AID 588352;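 active = inhibition above a per-campaign cutoff, the mean of all compounds plus 3 SD, cut at about 60% in these data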;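 also: 0% = DMSO-treated cells and 100% = gossypol-treated cells at 36 µM; higher means less SRC3-driven luciferase light from the GAL4 reporter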
NCOA2 inhibitor – human SRC2 (NCOA2) inhibition; Q15596; HEK293 GAL4-SRC2 luciferase reporter, luminescence; inhibition, % at 9 µM; 370,000 compounds, 0.17% hits; AID 651957;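 active = inhibition above the mean inhibition of all tested compounds plus 3 SD, set per campaign, cut at about 52% in these data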;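 also: 0% = DMSO treated cells and 100% = cells given Gossypol at 36 µM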
* = called active by the depositor; / = no result given. This is a subset; count on the stated rates, not on these rows.

SMILES	NR5A2 inv ag	NOD2 RIPK2 PPI	TWEAK-Fn14 inh	LMP1 NFkB inh	TLR9-MyD88 block	C8 TRAIL sens	NCOA1 inh	COUP-TFII inh	TROY NFkB inh	NCOA3 inh	NCOA2 inhibitor
CN1CCCN(C(=O)C2CCC(C(=O)N3CCCN(C)CC3)CC2)CC1 (stereo not drawn)	10	-7	25	-1	-3	-6	8	3	-15	15	31
COc1cc(C)ccc1OCc1cc(C(=O)NCc2ccncc2)no1	-58	-10	-27	-18	-5	-11	-51	-17	-28	-108	-29
COCCN(CCOC)c1ncnc2c1cnn2-c1ccccc1	-21	0	0	-5	11	6	-12	-30	-30	-19	0
C[C@H]1CN([C@@H](C)CO)C(=O)CCCn2cc(nn2)CO[C@@H]1CN(C)C(=O)OCc1ccccc1	5	-3	14	/	/	1	4	9	2	8	1
Cc1cccc(N2CC(C)Cn3c2nc2c3c(=O)n(CC(=O)OCc3ccccc3)c(=O)n2C)c1 (stereo not drawn)	-9	-1	-7	1	-12	-2	16	-1	17	13	-15
Cc1cccc(N=c2oc3cc(O)ccc3cc2C(N)=O)c1	-95	-51	10	-11	-75	4	-75	-34	10	-49	-33
Cc1ccccc1-c1nc(S(=O)(=O)c2ccc(Cl)cc2)c(NCCN2CCOCC2)o1	11	7	8	5	-3	-17	-1	8	-3	26	-8
CCN(CC)C(=O)C1=C(C)N(Cc2ccc(OC)cc2)C(=O)C(CC(=O)NCCc2ccccn2)C1 (stereo not drawn)	-2	-6	9	-1	10	1	-18	1	-3	-1	11
COc1ccc(Cl)cc1NS(=O)(=O)c1cccc(C(=O)NCC2CCCO2)c1 (stereo not drawn)	11	-6	6	0	14	-6	14	1	5	11	-11
CCOC(=O)c1cc(-c2ccco2)nc2c1c(C)nn2-c1cccc(Cl)c1	12	5	26	4	-6	-16	-12	3	-8	-16	-18
CC(C(=O)NCCS(=O)(=O)c1ccc(Br)cc1)S(=O)(=O)c1ccc(Cl)cc1 (stereo not drawn)	13	-9	-1	-2	-6	-37	-21	4	14	3	6
O=C(CN1C(=O)C2CCCCC2C1=O)Nc1nc(-c2ccc(F)cc2)cs1 (stereo not drawn)	-44	3	2	10	-1	-5	-16	-25	9	5	-40
COc1cc(C(=O)OCC(=O)c2cc(C)n(C)c2C)cc(OC)c1OC	7	-7	-5	10	-9	17	-13	9	-2	5	-23
CSCCC(NC(=O)C1CCC(C)CC1)C(=O)NCc1ccco1 (stereo not drawn)	-8	-6	-3	0	-5	-3	-79	-10	-8	-5	11
CC(OC(=O)c1ccncc1)C(=O)NC1CCCC1 (stereo not drawn)	-2	-4	-3	10	1	5	-6	6	4	-3	-26
Clc1ccc(-c2nc(-c3ccncc3)no2)c(Cl)c1	-75	1	16	-22	-2	38	-100	-14	-11	-93	-51
CCCOc1ccc(Cn2cnc3ccccc32)cc1	45	6	4	8	9	15	0	38*	20	15	17
NC(=O)C1(N2CCCCC2)CCN(CC(=O)Nc2ccccc2-c2ccccc2)CC1	-16	-6	-20	2	-4	8	-1	-4	13	-15	-19
CCc1nc2ccc(C(=O)N(C)Cc3ccccc3)cn2c1N(C)CCCc1ccccc1	-15	0	12	/	/	8	-1	1	25	-2	-2
CCOC(=O)/C=C1/SCC(=O)N1CC(=O)NC12CC3CC(CC(C3)C1)C2	0	-1	-5	-4	-8	1	-6	-15	5	-2	5
CCC1CCC2(CC1)NC(=O)N(CC(=O)Nc1cccc(S(=O)(=O)N(C)c3ccccc3)c1)C2=O (stereo not drawn)	-14	-1	19	8	-29	15	-6	24	13	16	15
CNc1ncc(C(=O)c2ccc(Cl)c(Cl)c2)s1	-87	-2	-12	-14	-1	-3	-42	-24	-89	-60	-70
Cc1nn(-c2ccc(F)cc2)c(C)c1NS(=O)(=O)c1ccc2ccccc2c1	-2	-1	31	-7	10	-25	-4	20	39	6	-12
Cc1cc(/C=N/NC(=O)C(O)(c2ccccc2)c2ccccc2)c(C)n1-c1cccc(C(=O)O)c1	-12	-8	28	2	0	-5	-6	5	-3	7	-13
COc1cccc(S(=O)(=O)Nc2ccc(C(O)(C(F)(F)F)C(F)(F)F)cc2)c1	-23	5	-2	/	/	1	2	-10	14	-13	20
O=C(CSc1nc(-c2ccccc2)c(-c2ccccc2)[nH]1)Nc1nccs1	4	-1	38	-13	-3	6	6	/	17	16	/
O=C(Nc1cccc(S(=O)(=O)N2CCCC2)c1)[C@H]1C[C@H](O)[C@@H](CO)O1	-9	-12	13	/	/	-11	-13	-8	0	4	-30
COCCCn1c(=O)c2ccccc2n(CC(=O)NCCC2=CCCCC2)c1=O	18	2	-11	2	4	10	2	-2	1	15	-8
CCc1nc2ccc(C(=O)N3CCCC(C(N)=O)C3)cn2c1N(C=O)CC (stereo not drawn)	13	-5	-21	/	/	3	-1	8	1	-11	-20
COc1cccc(CNC(C)(C)CO)c1OCc1ccc(Cl)cc1	13	2	1	-2	-7	-7	1	3	9	11	2
c1ccc(CNc2nc(-c3cccs3)nc3ccccc23)nc1	6	1	-18	9	-4	-3	19	-10	-31	5	29
CCCCCCCCN1C(=O)[C@H](CC(=O)N2CCSCC2)C[C@@]2(C(=O)OC)CC(C)(C)CC=C12	15	-7	/	/	/	2	/	-4	/	/	-5
COc1ccc(CCNC(=O)c2ccccc2SC)cc1	-9	-14	-27	-1	5	11	-13	1	-2	22	-16
O=C(COC(=O)C1CCC1)NC(=O)c1ccccc1	2	-6	-8	-1	3	-7	-8	-20	-28	12	-21
CCn1cc(/C=C(\NC(=O)c2ccc(OC)c(OC)c2)C(=O)NCCN2CCOCC2)c2ccccc21	4	-9	-4	0	1	19	13	10	-9	-8	-36
CC1=NN(c2ccccc2)C(=O)C1=Cc1ccccc1	17	2	-9	-8	-3	0	-27	2	8	-3	-3
Cc1nc2ccccc2nc1CSc1nncs1	15	-2	-2	1	1	32	2	1	-5	7	-15
COc1ccc(C(CCNCc2ccc(OC)c(OC)c2)c2ccc(F)cc2)cc1 (stereo not drawn)	5	2	-16	13	0	-3	8	-3	-19	15	-30
COc1ccc(OC)c(-c2csc(NC(=O)C3c4ccccc4Oc4ccccc43)n2)c1	-1	3	-6	-11	2	-7	16	-5	-10	22	6
O=C(Nc1cccc(NC(=O)c2ccco2)c1)c1cccc(Br)c1	-12	1	-11	-6	2	5	12	8	-12	-8	13
COc1cccc(CNC(=O)CCn2c(=O)oc3ccccc32)c1	14	-1	-16	-4	1	-12	-16	-9	6	10	12
COc1cc(/C=C(\C#N)C(=O)Nc2ccccc2)ccc1OCCN1CCOCC1	-6	-2	23	1	11	-13	-25	0	-14	-25	-39
CC(NC(=O)C1CC1)C(c1cccs1)N1CCN(c2ccccc2)CC1 (stereo not drawn)	-7	17	-2	11	-2	-13	-5	-34	-10	-4	-6
CC(=O)NC(c1cccc(F)c1)c1nc(-c2cccc(C(C)C)c2)cs1 (stereo not drawn)	1	10	6	/	/	-15	-19	17	9	-14	17
CCCCNC(=O)CSc1nc2ccccc2n1S(=O)(=O)c1ccc(Br)cc1	-7	5	-12	1	1	-5	4	-7	13	-1	-28

One compound at a time, from the list above. Order of screens: NR5A2 inv ag, NOD2 RIPK2 PPI, TWEAK-Fn14 inh, LMP1 NFkB inh, TLR9-MyD88 block, C8 TRAIL sens, NCOA1 inh, COUP-TFII inh, TROY NFkB inh, NCOA3 inh, NCOA2 inhibitor
CC(NC(=O)C1CC1)C(c1cccs1)N1CCN(c2ccccc2)CC1 (stereo not drawn) is entered as -7, 17, -2, 11, -2, -13, -5, -34, -10, -4, -6
CCOC(=O)/C=C1/SCC(=O)N1CC(=O)NC12CC3CC(CC(C3)C1)C2 is entered as 0, -1, -5, -4, -8, 1, -6, -15, 5, -2, 5
Cc1ccccc1-c1nc(S(=O)(=O)c2ccc(Cl)cc2)c(NCCN2CCOCC2)o1 is entered as 11, 7, 8, 5, -3, -17, -1, 8, -3, 26, -8

The list continues.
SMILES	NR5A2 inv ag	NOD2 RIPK2 PPI	TWEAK-Fn14 inh	LMP1 NFkB inh	TLR9-MyD88 block	C8 TRAIL sens	NCOA1 inh	COUP-TFII inh	TROY NFkB inh	NCOA3 inh	NCOA2 inhibitor
CCOC(=O)[C@@H]1[C@H]2COc3cc(OC)ccc3[C@H]2N2C(=O)N(c3cccc(Cl)c3)C(=O)[C@]12C	7	5	-13	-2	0	5	5	/	-5	-4	/
C=CC(COCc1ccccc1)N(C(=O)OC(C)(C)C)S(=O)(=O)c1ccccc1Br (stereo not drawn)	5	-16	-6	-4	-8	-1	-1	-2	-19	6	6
COc1cc(OC)cc(-c2nnc(SCC(=O)N3CCOCC3)o2)c1	-3	-1	-12	-5	-4	-11	-7	-6	4	-33	-22
NS(=O)(=O)c1ccc(NC(=O)CCC2CCCCC2)cc1	-14	-3	-13	3	5	5	11	-21	-18	-2	1
CC(C)(C)[C@@H]1C=C(C(N)=O)O[C@H](OCc2ccc(CO)cc2)C1	0	2	8	13	5	-8	-12	8	9	-1	13
O=c1[nH]c2cc3c(cc2cc1C(c1nnnn1Cc1ccccc1)N1CCN2CCCC2C1)OCCO3 (stereo not drawn)	4	-4	-4	0	-6	21	-1	-4	7	-6	-14
C=CCOC(=O)C1C(=O)CC(C)(O)C(C(=O)OCC=C)C1c1ccc(OC)cc1 (stereo not drawn)	4	-7	4	3	11	4	-11	17	18	11	-8
Cc1ccccc1-n1c(SCC(=O)N2CCOCC2)nc(O)c(Cc2ccccc2)c1=O	1	-11	-6	5	-5	-16	4	7	3	16	13
O=Cc1c(OCc2ccccc2)ccc2ccccc12	-59	5	-9	-15	2	2	-72	-13	26	-46	-29
CCOC(=O)c1c(C)[nH]sc1=S	-12	-15	-1	4	-3	-4	2	5	-3	-5	1
CCN(CC(=O)Nc1ccc2c(c1)OCCO2)C(=O)/C=C/c1cccc(C(F)(F)F)c1	9	0	-5	-1	-4	-17	-9	19	9	11	2
O=C(COC(=O)COc1ccc(Cl)cc1)NC1CCCC1	10	-1	2	-2	5	16	-7	0	-5	24	8
Cc1ccc(-n2c(Cc3cccc4ccccc34)n[nH]c2=S)c(C)c1	9	3	-4	-1	-7	0	2	-5	-16	11	-14
O=C(/C=C/c1cc(Br)ccc1F)OCC(=O)N1CCCC1	10	2	3	-2	-2	3	3	-9	-2	-1	-10
CCOC(=O)c1c(C#N)cnn1-c1ccc(C)cc1	-6	-5	-10	3	1	-8	-8	-13	-11	9	-4
Cc1ccccc1OCCCC(=O)Nc1ccc2c(c1)OCO2	-28	5	-23	-9	-9	-2	-8	-7	-28	4	-11
CCOc1ccc(CN2CCC(C(=O)N3CCN(c4ccccc4F)CC3)CC2)cc1OC	-6	-8	18	-4	2	12	-16	3	13	11	0
Cc1ccc(C(=O)CCC(=O)NN2C(=O)NC3(CCCCC3)C2=O)cc1	-25	-15	1	1	1	22	6	-2	-6	-20	4
COc1ccccc1C1CC(c2cccc(NS(C)(=O)=O)c2)=NN1S(=O)(=O)c1ccccc1 (stereo not drawn)	11	-1	5	-45	2	1	8	-15	5	7	7
CCOc1cc(CNCC(O)c2ccccc2)cc(Cl)c1OC (stereo not drawn)	7	-6	-13	2	-3	-1	11	-9	9	-4	-2
COc1ccc(-c2cnc(N)nc2-c2ccc(OC)cc2)cc1	12	-2	42	4	-4	-19	6	8	13	27	11
Cc1cc(C)cc(NC(=O)NNC(=O)c2cc3occc3[nH]2)c1	-2	2	4	0	12	-22	-9	-4	11	12	5
